Screens: PubChem, several laboratories
Dengue-2 NS5 capping: Dengue-2 NS5 methyltransferase inhibitors, primary screen, biochemical, confirmation dose response (AID 588689) | 0.3% of 340,000 active | inhibition, % at 25 µM; hits with a dose series show IC50 in µM | Dengue-2 NS5 methyltransferase capping enzyme assay, biochemical; higher % means a stronger effect; in the data active means a potency from the dose series; inconclusive means inhibition above about 29% without an active follow-up result
Myeloid diff 2: promotes myeloid progenitor differentiation; ER-HoxA9 myeloid progenitors, lysozyme-GFP differentiation, flow cytometry; 1% of 360,000 active; AID 624256; calls only at 10 µM;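 active means normalized GFP-positive differentiation at or above the plate's own cutoff, the solvent-only control mean plus 3 SD; inconclusive means no clear call, values can overlap the other calls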;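 further: cells exposed to compound for four days before flow analysis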
Dengue-2 NS5 capping pilot replicate: second read-out of Dengue-2 NS5 capping, no call of its own (marks repeat the call); inhibition, %; measured here: pilot screen replicate inhibition
Myeloid diff 2 GFP+ MAC1+ %: recorded beside Myeloid diff 2, whose call it bears; GFP+ MAC1+ double positive, %; measured here: differentiation confirmed by MAC1 staining
Numbers without * were called inactive; i = inactive; ? = inconclusive; . = no result given; & = joins results of further samples.

SMILES | Dengue-2 NS5 capping | Myeloid diff 2 | Myeloid diff 2 GFP+ MAC1+ % | others
[O-]c1ccccc1-[n+]1c(-c2ccccc2)cc(-c2ccccc2)cc1-c1ccccc1 | -4.9% | i | 1.5
O=C([O-])c1ccc(-[n+]2c(-c3ccccc3)cc(-c3ccccc3)cc2-c2ccccc2)cc1 | -6.4% | i | 1.0
CC1=C(C)CC2(CC1)C(=O)NC(=O)NC2=O | 4.6% | i | 0.9
COC(=O)C1=C(c2ccc(OC(F)(F)F)cc2)C[C@@H]2CC[C@H]1N2C(=O)NCc1ccc(F)cc1 | -3.5% | i | 0.7
CCC1(Cc2ccccc2)C(=O)NC(=S)N(C)C1=O (stereo unspecified) | 3.1% | i | 1.0
COCCO[C@H]1CCC2C3CC=C4C[C@@H](O)CC[C@]4(C)C3CC[C@@]21C (stereo partly specified) | 7.0% | i | 0.8
C[C@]12CCC3C(CC[C@H]4C[C@@H](O)CC[C@]34C)C1CC[C@@H]2OC(=O)[C@H](N)CCCCN (stereo partly specified) | 1.6% | i | 1.2
COc1ccc(-c2ccc(OC)c(OC)c2OC)cc1 | -7.0% | ? | .
CN(C)[C@@H]1C(=O)C(C(N)=O)=C(O)[C@@]2(O)C(=O)C3=C(O)c4c(O)cccc4[C@@](C)(O)C3C[C@@H]12 (stereo partly specified) | ? | i | 2.3
COc1ccc(-n2c(-c3ccccc3F)nc3ccccc3c2=O)cc1 | -1.7% | i | 0.6
COc1cc(CNCCc2c[nH]c3ccccc23)cc(OC)c1OC | -1.1% | i | 1.0
COC(=O)C1=C(c2cc3ccccc3s2)C[C@@H]2CC[C@H]1N2C(=O)NCCCOC(C)C | -5.5% | i | 1.8
O=C1NC(=O)C(=Cc2ccccc2[N+](=O)[O-])C(=O)N1 | 27.3µM* | i | 1.4
Oc1cc(Cl)c(Cl)c(Cl)c1 | -2.2% | i | 2.3
COC(=O)C1=C(c2ccc(C(C)=O)cc2)C[C@@H]2CC[C@H]1N2C(=O)NC(C)C | -6.3% | i | 3.1
COC(=O)C1=C(c2ccccc2)C[C@@H]2CC[C@H]1N2C(=O)NCc1ccccc1 | -7.1% | i | 1.9
COC(=O)C1=C(c2ccc(F)cc2F)C[C@@H]2CC[C@H]1N2C(=O)NCc1ccc2c(c1)OCO2 | 0.7% | i | 0.4
CC(=O)N(C)CC#CCN1CCC(O)CC1 | 1.4% | i | 0.3
CC(=O)[C@H]1CCC2C3CC[C@H]4C[C@@H](O)CC[C@]4(C)C3CC[C@@]21C (stereo partly specified) | 2.4% | i | 1.1
CC1CN1P(=O)(Oc1ccc2ccccc2c1)N1CC1C (stereo unspecified) | 6.2% | i | 0.5
O=NN1CCCCC1 | -2.2% | i | 0.7
O=C(O)Cc1cnc[nH]1 | -2.9% | i | 1.1
N[C@@H](Cc1ccc(N(CCCl)CCCl)cc1)C(=O)O | 0.0% | ? | .
CC(C)(C)c1o[nH]c(=O)c1CC(N)C(=O)O (stereo unspecified) | 0.8% | i | 1.3
O=C1NC(=O)C(Nc2ccccc2)C(=O)N1 | 8.6% | i | 0.8
COC(=O)C1=C(c2ccc(F)cc2F)C[C@@H]2CC[C@H]1N2C(=O)NCCCOC(C)C | -2.4% | i | 1.1
CCCCCC[N+](=O)[O-] | 0.7% | i | 1.4
CC12C(C(=O)O)C1(c1ccccc1)C2C(=O)O (stereo unspecified) | -10.8% | i | 1.3
CCOC(=O)CC(SP1(=S)OCC2(CCCCO2)C(C2CCCCO2)O1)C(=O)OCC (stereo unspecified) | -4.0% | i | 1.7
CCC1C2Cc3ccc(O)cc3C1(CC)CCN2C (stereo unspecified) | 0.4% | i | 1.3
CN1CC(Br)C(=O)NC1=O (stereo unspecified) | -2.3% | i | 0.5
CC(C)CC(=O)Nc1ccc(S(=O)(=O)N2CC3CC(C2)c2cccc(=O)n2C3)cc1 (stereo unspecified) | -7.3% | i | 1.1
C[C@]12CCC3C(CC[C@H]4C[C@@H](O)CC[C@]34C)C1C/C(=N/O)[C@@H]2O (stereo partly specified) | 2.3% | i | 1.3
CCN(CC)CCO | 2.2% | i | 2.7
O=C(O)C(Br)CBr (stereo unspecified) | 0.0% | i | 1.7
Cc1cc(C)c(S(=O)(=O)N2Cc3ccccc3-n3nncc3C2)c(C)c1 | 6.1% | i | 1.2
COC(=O)C1=C(c2ccccc2)C[C@@H]2CC[C@H]1N2C(=O)NC1CC1 | 7.1% | i | 1.6
CCN(C(=O)COC(=O)c1cc(C)n(C2CC2)c1C)c1ccccc1 | 0.0% | i | 1.3
COC(=O)C1=C(c2ccc(OC)c(OC)c2)C[C@@H]2CC[C@H]1N2C(=O)NCc1ccc(F)cc1 | 22.4% | i | 0.8
Oc1ccc(-[n+]2c(-c3ccccc3)cc(-c3ccccc3)cc2-c2ccccc2)cc1 | -1.6% | i | 1.4

Among those listed so far, these contain nitrogen in an aromatic ring:
SMILES | Dengue-2 NS5 capping | Myeloid diff 2 | Myeloid diff 2 GFP+ MAC1+ % | others
[O-]c1ccccc1-[n+]1c(-c2ccccc2)cc(-c2ccccc2)cc1-c1ccccc1 | -4.9% | i | 1.5
O=C([O-])c1ccc(-[n+]2c(-c3ccccc3)cc(-c3ccccc3)cc2-c2ccccc2)cc1 | -6.4% | i | 1.0
COc1ccc(-n2c(-c3ccccc3F)nc3ccccc3c2=O)cc1 | -1.7% | i | 0.6
COc1cc(CNCCc2c[nH]c3ccccc23)cc(OC)c1OC | -1.1% | i | 1.0
O=C(O)Cc1cnc[nH]1 | -2.9% | i | 1.1
CC(C)(C)c1o[nH]c(=O)c1CC(N)C(=O)O (stereo unspecified) | 0.8% | i | 1.3
CC(C)CC(=O)Nc1ccc(S(=O)(=O)N2CC3CC(C2)c2cccc(=O)n2C3)cc1 (stereo unspecified) | -7.3% | i | 1.1
Cc1cc(C)c(S(=O)(=O)N2Cc3ccccc3-n3nncc3C2)c(C)c1 | 6.1% | i | 1.2
CCN(C(=O)COC(=O)c1cc(C)n(C2CC2)c1C)c1ccccc1 | 0.0% | i | 1.3
Oc1ccc(-[n+]2c(-c3ccccc3)cc(-c3ccccc3)cc2-c2ccccc2)cc1 | -1.6% | i | 1.4

(further entries)
SMILES | Dengue-2 NS5 capping | Myeloid diff 2 | Myeloid diff 2 GFP+ MAC1+ % | others
Cc1[nH]c2ccccc2c1CCN | -7.8% | i | 0.3
COC(=O)C1=C(c2ccc(-c3ccccc3)c(F)c2)C[C@@H]2CC[C@H]1N2C(=O)NCc1ccc(F)cc1 | -2.4% | i | 1.8
COc1cc(CC(C)N)c(OC)cc1I (stereo unspecified) | -1.5% | i | 0.5
c1ccc2c(c1)CNCc1cnnn1-2 | -2.6% | i | 0.6 | Dengue-2 NS5 capping pilot replicate=-3.1
O=c1ccc2cc3ccoc3c(O)c2o1 | 4.2% | i | 1.9
CS(=O)(=O)N1Cc2ccccc2-n2nncc2C1 | -3.3% | i | 0.2 | Dengue-2 NS5 capping pilot replicate=-1.2
CC(c1ccccc1)[n+]1ccccc1 (stereo unspecified) | -0.8% | i | 1.3
Cc1ccc2c(C)c3ccc4ccccc4c3c[n+]2c1 | -0.8% | i | 2.0
COC(=O)C1=C(c2ccc(F)cc2OCc2ccccc2)C[C@@H]2CC[C@H]1N2C(=O)NCCCOC(C)C | -1.6% | i | 2.3
CN(C)[C@@H]1C(=O)C(C(N)=O)=C(O)[C@@]2(O)C(=O)C3=C(O)c4c(O)cccc4[C@@](C)(O)C3[C@H](O)C12 (stereo partly specified) | 0.8%&-2.2% | i | 1.5&1.8
N#CCCCCC#N | 0.7% | i | 4.3
Cc1ccc(S(=O)(=O)N2Cc3ccccc3-n3nncc3C2)cc1 | -1.3% | i | 3.1 | Dengue-2 NS5 capping pilot replicate=-6.4
C=CCN1CC[C@]23c4c5ccc(O)c4O[C@H]2/C(=N/NC(=O)c2ccccc2)CC[C@@]3(O)[C@H]1C5 | -1.5% | i | 1.0
Cc1cc(-c2cc(C)c(N)c(C)c2)cc(C)c1N | -7.3% | i | 1.7
CCC(C)(C)c1ccc(O)cc1 | 4.4% | i | 1.7
O=C1C2(Cl)C3(Cl)C4(Cl)C(Cl)(Cl)C5(Cl)C3(Cl)C1(Cl)C5(Cl)C24Cl (stereo unspecified) | -3.6% | i | 1.1
CCN(CC)C(=O)c1ccc(NC(=O)c2ccc(N3CCCC3=O)cc2)cc1 | -8.5% | i | 0.5
CN1C(=O)C(C2CCCCC2)C(=O)N(C)C1=O | -3.1% | i | 1.4
O=C(NCC1=C(c2ccc3ccccc3c2)C[C@@H]2CC[C@H]1N2Cc1ccco1)c1nccs1 | -1.7% | i | 1.3
COC(=O)C1C(C(=O)O)C2(Cl)C(Cl)=C(Cl)C1(Cl)C2(Cl)Cl (stereo unspecified) | 1.6% | i | 0.9

Arranged by molecular weight (largest number first): some entries from above
SMILES | Dengue-2 NS5 capping | Myeloid diff 2 | Myeloid diff 2 GFP+ MAC1+ % | others
Cc1ccc(S(=O)(=O)N2Cc3ccccc3-n3nncc3C2)cc1 | -1.3% | i | 3.1 | Dengue-2 NS5 capping pilot replicate=-6.4
Cc1ccc2c(C)c3ccc4ccccc4c3c[n+]2c1 | -0.8% | i | 2.0
CCC(C)(C)c1ccc(O)cc1 | 4.4% | i | 1.7

The list goes on.
SMILES | Dengue-2 NS5 capping | Myeloid diff 2 | Myeloid diff 2 GFP+ MAC1+ % | others
Cc1cc(C)c2c(c1)NP(=S)(c1ccccc1)N2 (stereo unspecified) | -0.4% | i | 0.5
CCOC(=O)C1(c2ccccc2)CCN(CCC(=O)Nc2ccc(F)cc2)CC1 | -8.1% | i | 1.2
CC1CCN(C(=O)COC(=O)c2cn(C)c3ccccc23)CC1 | -1.5% | i | 0.7
CNC(=O)Oc1ccccc1OC(C)C | -5.2% | i | 1.8
COC(=O)C1=C(c2ccc(Cl)c(C(F)(F)F)c2)C[C@@H]2CC[C@H]1N2C(=O)NCCNC(C)=O | 0.0% | i | 0.3
COc1ccc(C(=O)N2Cc3cnnn3-c3ccccc3C2C#N)cc1 (stereo unspecified) | -3.3% | i | 0.6 | Dengue-2 NS5 capping pilot replicate=2.1
Fc1ccc(C(OCCN2CCN(CCCc3ccccc3)CC2)c2ccc(F)cc2)cc1 | -9.7% | i | 13.2
COc1cc(/C=C2\C[C@H]3[C@@H]4CC=C5C[C@@H](N6CCCC6)CC[C@]5(C)[C@H]4CC[C@]3(C)[C@H]2O)cc(OC)c1OC | -20.4% | i | 3.5
O=C1N[C@@H](Cc2ccccc2)C(=O)N2[C@H]1C[C@H]1c3ccccc3N(OOSc3ccccc3)[C@H]12 | -8.9% | i | 0.9
CN1C(CC(O)c2ccccc2)CCCC1CC(O)c1ccccc1 (stereo unspecified) | -2.2% | i | 2.2
C[C@]12CC[C@H](O)C[C@H]1CC[C@@H]1C2CC[C@]2(C)[C@@H](C3=CC(=O)OC3)[C@@H](O)C[C@]12O (stereo partly specified) | 1.2% | i | 1.6
Nc1ncc([N+](=O)[O-])s1 | -4.4% | i | 1.5
CN1CC2=CC(O)CC3Oc4c(O)ccc(c4[C@]23C)C1 (stereo partly specified) | -4.3% | i | 1.9
Cc1cccc(NC(=O)CN2CCN(C(=O)COc3cccc(Br)c3)CC2)c1C | -3.4% | i | 0.4
N#CC(=C(O)c1ccc(S(=O)(=O)N(CCCl)CCCl)cc1)c1nc2ccccc2[nH]1 | -8.9% | i | 1.0
COC(=O)C1=C(c2ccc(C(C)=O)cc2)C[C@@H]2CC[C@H]1N2C(=O)NCC1CC1 | -1.6% | i | 1.3
CC12CCC3c4ccc(OP(=O)(N5CC5)N5CC5)cc4CCC3C1CCC2=O (stereo unspecified) | 0.0% | i | 1.6
CC(CN1CCOCC1)C(C#N)(c1ccccc1)c1ccccc1 (stereo unspecified) | 2.4% | i | 2.0
ClCCOCCCl | -8.7% | i | 1.3
C=CCCC1(C(C)C)C(=O)NC(=S)NC1=O | 6.2% | i | 0.7
ClCCN(CCCl)c1ccc(-n2cnc3c(Cl)ncnc32)cc1 | -2.4% | i | 1.3
COc1ccc(-n2c(=S)[nH]c3ccc(C)cc3c2=O)cc1 | -4.0% | i | 1.0
COC(=O)C1=C(c2ccc(OCc3ccccc3)cc2)C[C@@H]2CC[C@H]1N2C(=O)NCc1ccc2[nH]ccc2c1 | -0.6% | i | 0.7

Only part of the results is shown. The share of hits here may be higher or lower than overall.
